Source: PubChem (several laboratories)
PMI activator = increases human mannose-6-phosphate isomerase activity | P34949 | purified human PMI, coupled resazurin fluorescence, 20 min; active compounds read high; 1 = vehicle control, 0 substrate-free wells | activation factor at 20 µM | 0.005% of 190,000 active | AID 1214;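 active = activation factor of 2 or more at 20 µM, relative to plate controls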
Diaph inh CS = counter-screen for diaphorase-based assays: diaphorase inhibitors and chemical oxidizers; inhibition, % at 20 µM; diaphorase resazurin-to-resorufin fluorescence, NADH, 16 min; bacterial (C. kluyveri) enzyme, not human; AID 1217; 0.69% of 190,000 active;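 active = primary screen inhibition at 20 µM above a set limit, cut at about 50% in these data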;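 also: plate controls were DMSO with full reaction for no effect and wells lacking NADH for full effect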
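Benchmarks: positive control wells lacking NADH, neutral wells with DMSO only. System: bacterial diaphorase enzyme (C. kluyveri). Input: 0.14 U/mL diaphorase, enzyme working solution. Detection: resorufin fluorescence, excitation 544 nm, emission 590 nm. Times: 16-min room-temperature incubation before reading.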
ROMK mod = modulators of human ROMK potassium channel | P48048 | Tet-inducible ROMK, thallium flux fluorescence; actives lie on both sides | B-score at 10 µM | 2% of 130,000 active;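 active = signal ratio slope over the read window, or its plate-corrected B-score, at least 3 SD from the plate mean, either direction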;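 also: B-score of the F/F0 ratio slope over 7 to 12 s after thallium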
Target sequence (P48048 whole entry, looked up): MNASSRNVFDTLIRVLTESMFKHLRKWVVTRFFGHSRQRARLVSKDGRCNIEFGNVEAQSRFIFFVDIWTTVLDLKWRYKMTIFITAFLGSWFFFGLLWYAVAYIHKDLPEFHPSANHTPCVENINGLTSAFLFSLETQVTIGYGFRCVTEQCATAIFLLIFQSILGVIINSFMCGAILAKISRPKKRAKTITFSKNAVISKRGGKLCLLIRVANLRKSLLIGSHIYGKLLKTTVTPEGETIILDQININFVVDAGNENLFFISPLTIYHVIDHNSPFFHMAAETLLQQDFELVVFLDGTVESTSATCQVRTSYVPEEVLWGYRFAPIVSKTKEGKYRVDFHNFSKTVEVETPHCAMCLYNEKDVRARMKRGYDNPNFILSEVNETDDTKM
S1P3 antag = blocks the human S1P3 receptor. Q99500. CHO S1P3 NFAT-BLA reporter, FRET fluorescence, antagonist mode. inhibition, % at 4.98 µM. 0.27% of 170,000 active. AID 485;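 active = inhibition above the plate cutoff, the mean inhibition of test wells on that plate plus 3 SD, cut at about 28% in these data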;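 also: cells challenged with S1P at its EC80 of 0.8 µM; blue over green emission ratio from cleaved BLA substrate after 4 h stimulation; 0% = S1P-stimulated wells and 100% = unstimulated DMSO-only wells; some compounds past the cut are filed as inactive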
Target sequence (Q99500 whole entry, looked up): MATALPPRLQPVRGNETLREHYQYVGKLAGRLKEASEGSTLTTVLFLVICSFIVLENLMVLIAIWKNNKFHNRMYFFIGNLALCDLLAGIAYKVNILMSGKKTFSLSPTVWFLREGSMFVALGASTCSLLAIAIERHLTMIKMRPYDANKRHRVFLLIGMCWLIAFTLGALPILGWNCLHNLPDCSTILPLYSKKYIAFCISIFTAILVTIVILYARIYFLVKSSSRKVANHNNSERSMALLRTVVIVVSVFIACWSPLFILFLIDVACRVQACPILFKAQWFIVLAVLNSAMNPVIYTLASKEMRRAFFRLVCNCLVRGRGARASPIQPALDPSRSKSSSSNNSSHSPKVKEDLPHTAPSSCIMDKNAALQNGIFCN
PPARg SRC-3 ag = agonists of human PPARgamma SRC-3 coactivator recruitment | biochemical PPARgamma/SRC-3 coactivator recruitment assay | P37231 | 0.26% of 200,000 active | activation, % at 8 µM; in the data active = activation above about 23%;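 also: 0% = DMSO and 100% = reference agonist; some compounds past the cut are filed as inactive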
TR-FRET SRC-2 ct = flags TR-FRET format artefacts in PPARgamma SRC-2 recruitment agonist screen. TR-FRET artefact counter-screen; active compounds read high. TR-FRET ratio at 8 µM. 0.4% of 200,000 active; in the data active = TR-FRET ratio above about 2000; also: inactives centre near 1500
PMI act hi M6P = activators of human phosphomannose isomerase at near-saturating mannose 6-phosphate; P34949; coupled PMI enzyme assay, resazurin fluorescence, 20 min; active compounds read high; 1 = untreated enzyme, 0 = substrate-free blank; 0.34% of 190,000 active; activation factor at 20 µM; AID 1216;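 active = activation factor of 2 or more at 20 µM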
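Material: human phosphomannose isomerase with PGI, G6PDH, diaphorase coupling enzymes. Quantity: 15 ng/mL PMI. Medium: HEPES pH 7.4 buffer with MgCl2 and Tween-20. Reagent: Near-saturating mannose-6-phosphate, 1.0 mM. Compound: 20 µM single dose. Times: enzyme reaction with compound 20 min at room temperature. Detection: resorufin fluorescence at Ex 544/Em 590 nm.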
G6PDH CS = counter-screen for G6PDH assay hits: L. mesenteroides G6PDH inhibition; Purified L. mesenteroides G6PDH, diaphorase/resazurin coupled fluorescence, 45 min; inhibition, % at 5 µM; 0.12% of 200,000 active; AID 1020; in the data active = inhibition above about 50%
Diaph act CS = diaphorase activation or chemical reduction counter-screen; Diaphorase/resazurin coupled assay, resorufin fluorescence, 16 min; active compounds read high; 1 = vehicle wells, 0 = NADH-free wells; activation factor at 20 µM; 0.005% of 190,000 active;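 active = diaphorase activity raised at least twofold by the compound at 20 µM; inactive = activation factor below 2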
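Material: purified diaphorase enzyme from Clostridium kluyveri / Medium: HEPES pH 7.4 buffer with MgCl2 and Tween 20 / Schedule: enzyme reaction of 16 min at room temperature / Measured by: resorufin fluorescence, excitation 544 nm, emission 590 nm / Evaluation: rise in resorufin formation, marking diaphorase activation or chemical reduction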
PPARg SRC-1 ag = agonists of human PPARgamma SRC-1 coactivator recruitment; 0.41% of 200,000 active; activation, % at 8 µM; PPARgamma-SRC-1 coactivator recruitment biochemical assay; P37231; in the data active = activation above about 19%;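 also: 0% = DMSO and 100% = reference agonist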
PPARg SRC-2 ag = promotes SRC-2 coactivator recruitment by human PPARgamma; P37231; PPARgamma LBD-SRC-2 recruitment, biochemical; activation, % at 8 µM; 0.34% of 200,000 active; AID 1032; in the data active = activation above about 22%;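 also: 0% = vehicle and 100% = reference agonist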
* = called active by the depositor; nt = no result given.

SMILES	PMI activator	Diaph inh CS	ROMK mod	S1P3 antag	PPARg SRC-3 ag	TR-FRET SRC-2 ct	PMI act hi M6P	G6PDH CS	Diaph act CS	PPARg SRC-1 ag	PPARg SRC-2 ag
CN(C)S(=O)(=O)c1ccc(NC(=O)CNc2cc(S(=O)(=O)N3CCCC3)ccc2OCC(F)(F)F)cc1	0.8	15.1	-0.653	6.3	3.3	1621	1	3.1	0.8	7.0	2.3
O=C(NCCNc1ccc([N+](=O)[O-])cc1)c1ccccc1Br	0.9	-0.6	nt	nt	-8.0	1401	0.9	-0.6	1	-3.0	-5.6
CCOC(=O)Cc1csc(NC(=O)c2sc3nc4c(C)cc(C)cc4cc3c2N)n1	1.5	31.3	nt	nt	26.6*	1807	1.9	-67.3	0.7	16.8	9.8
COCCNC(=O)C(OC(=O)c1cc2oc(C)cc2n1C)C(C)C (centres undefined)	0.9	-5.7	nt	nt	2.4	1624	1	6.6	1.1	14.6	11.7
COc1ccc(NC(=O)CN2CCCCC2)c([N+](=O)[O-])c1	1	10.4	nt	nt	5.6	1594	1	-3.9	0.9	0.7	-1.4
O=C(Cn1c(=O)c2sccc2n(Cc2ccc([N+](=O)[O-])cc2)c1=O)NCCc1ccccc1	0.9	16.8	-0.444	-12.2	0.5	1764	0.9	-10.2	0.8	12.2	5.6
O=C(Nc1ccc2c(c1)OCCO2)C1CCN(S(=O)(=O)c2ccc3c(c2)OCCO3)CC1	1	0.0	-0.845	nt	-4.6	1625	1	9.3	1	0.1	9.3
O=C(NCc1cccs1)c1nn2cccnc2c1Cl	1	7.6	-0.0188	-17.1	1.3	1372	1	-11.3	0.9	7.0	4.7
COC(=O)c1cn(NC(=O)Cc2ccccc2Br)c(=O)c2ccccc12	1.1	-8.0	0.259	-6.6	-4.9	1376	1.1	8.9	1.1	-8.7	-8.7
CCOC(=O)c1c(C)cc(C)[nH]c1=O	0.9	13.6	0.0315	-18.1	0.7	1414	0.9	11.3	0.9	-0.4	4.3
CCOC(=O)C1C(=O)NC(N2CCOCC2)=NC1c1ccco1 (centres undefined)	0.9	6.7	nt	-18.0	3.6	1510	1	-0.5	0.9	1.3	9.5
CC1(C)CC(=O)C=C(NCCN2CCN(C(=O)Nc3ccccc3)CC2)C1	0.9	23.7	nt	13.4	-1.7	1580	0.9	4.8	0.8	9.7	5.4
COc1ccc(S(=O)(=O)n2nc(-c3cc(OC)c(OC)c(OC)c3)cc2N)cc1OC	0.9	16.4	nt	2.1	1.7	1498	0.9	9.7	0.8	9.5	-2.7
Cc1ccc(NC(=O)C(=O)NCCc2c[nH]c3ccccc23)c(C)c1	1	7.1	0.0172	8.8	-0.1	1449	1	0.7	0.9	-6.7	-6.7
CC12CCC(C(=O)N3CCCc4ccccc43)(CC1=O)C2(C)C (centres undefined)	0.9	19.1	-0.974	-16.9	23.5	1510	0.9	5.6	0.8	-1.0	10.5
O=C(Nc1ccccc1C(F)(F)F)N1CCCC(O)C1 (centres undefined)	0.9	13.9	nt	-9.2	0.8	1609	0.9	2.3	0.9	-0.9	3.5
Cc1ccccc1Nc1nnc(SCC(=O)c2c(N)n(C)c(=O)n(C)c2=O)s1	0.9	18.5	-1.31	2.1	2.0	1646	0.9	-1.3	0.8	3.3	0.8
O=C(CN1CCCCC1)NN(Cc1ccccc1)c1ccccc1	1	14.7	0.186	11.7	-0.5	1592	1.1	1.7	0.9	4.0	-6.2
Cc1nnc(SCC(=O)NC(=O)NC(C)C)s1	1.1	6.7	0.728	1.3	2.5	1619	1.1	2.3	0.9	-3.1	5.8
Cc1nc(C)c(-c2csc(NCCc3ccccc3)n2)s1	0.9	25.1	nt	nt	3.0	1450	1	-4.2	0.7	6.3	0.2
CC1CC(=O)c2cnc(N3CCOCC3)nc2C1 (centres undefined)	1.1	3.9	nt	nt	5.9	1539	1.1	2.0	1	5.8	6.2
O=C(Oc1ccc(N(Cc2cccs2)C2=NS(=O)(=O)c3ccccc32)cc1)c1ccco1	0.9	10.4	nt	2.5	-1.6	1564	1	-2.5	0.9	-0.4	0.8
CN(C)c1ccc(NS(=O)(=O)c2ccc(Cl)cc2)cc1	0.8	15.0	0.0882	-7.9	3.6	1593	0.9	2.0	0.8	1.1	4.3
COc1ccc(C2CC(c3c(-c4ccccc4)c4cc(Cl)ccc4[nH]c3=O)=NN2S(C)(=O)=O)cc1OC (centres undefined)	0.9	12.9	nt	nt	2.0	1723	0.9	-55.3	0.9	6.8	17.4
CCC(Sc1nc(C)cc(C)n1)C(=O)O (centres undefined)	1	14.9	-0.0259	-7.3	2.4	1571	1	3.6	0.9	0.0	-1.1

Six entries picked at random from those above:
SMILES	PMI activator	Diaph inh CS	ROMK mod	S1P3 antag	PPARg SRC-3 ag	TR-FRET SRC-2 ct	PMI act hi M6P	G6PDH CS	Diaph act CS	PPARg SRC-1 ag	PPARg SRC-2 ag
Cc1ccc(NC(=O)C(=O)NCCc2c[nH]c3ccccc23)c(C)c1	1	7.1	0.0172	8.8	-0.1	1449	1	0.7	0.9	-6.7	-6.7
O=C(Cn1c(=O)c2sccc2n(Cc2ccc([N+](=O)[O-])cc2)c1=O)NCCc1ccccc1	0.9	16.8	-0.444	-12.2	0.5	1764	0.9	-10.2	0.8	12.2	5.6
COc1ccc(S(=O)(=O)n2nc(-c3cc(OC)c(OC)c(OC)c3)cc2N)cc1OC	0.9	16.4	nt	2.1	1.7	1498	0.9	9.7	0.8	9.5	-2.7
Cc1ccccc1Nc1nnc(SCC(=O)c2c(N)n(C)c(=O)n(C)c2=O)s1	0.9	18.5	-1.31	2.1	2.0	1646	0.9	-1.3	0.8	3.3	0.8
Cc1nc(C)c(-c2csc(NCCc3ccccc3)n2)s1	0.9	25.1	nt	nt	3.0	1450	1	-4.2	0.7	6.3	0.2
COC(=O)c1cn(NC(=O)Cc2ccccc2Br)c(=O)c2ccccc12	1.1	-8.0	0.259	-6.6	-4.9	1376	1.1	8.9	1.1	-8.7	-8.7

The list continues:
SMILES	PMI activator	Diaph inh CS	ROMK mod	S1P3 antag	PPARg SRC-3 ag	TR-FRET SRC-2 ct	PMI act hi M6P	G6PDH CS	Diaph act CS	PPARg SRC-1 ag	PPARg SRC-2 ag
OC(CN1C2=NCCCN2c2ccccc21)c1ccc(Cl)cc1 (centres undefined)	1	13.9	nt	82.5*	-3.6	1538	1.1	-1.6	0.9	-4.2	-11.0
CCc1cc2c(SCC(=O)N3CC(=O)Nc4ccccc43)ncnc2s1	1.1	13.1	0.104	1.2	6.5	1723	1	-7.7	0.9	4.6	17.1
O=C(NCc1ccncc1)C(=O)N/N=C/c1ccccn1	0.5	46.9	-0.0207	-3.8	3.6	1603	0.5	22.8	0.5	6.2	11.0
CCOC(=O)C1=CN(Cc2ccc(OC)cc2)C=C(C(=O)OCC)C1c1cccs1	0.9	16.3	0.164	-6.3	-0.2	1448	0.9	1.7	0.8	1.3	6.2
CCN1CCN(c2cc(C)c3cc(NC(=S)N4CCCC(C)C4)ccc3n2)CC1 (centres undefined)	1	-10.5	-0.41	4.7	3.9	1593	0.9	1.4	1.1	2.9	11.2
C/C(=N/NC(=O)c1ccoc1C)C12CC3CC(CC(C3)C1)C2	0.9	14.3	-0.168	nt	-1.1	1281	1	-6.5	0.9	-0.7	2.6
O=C(CCc1ccc(S(=O)(=O)NCCc2ccccc2)cc1)NCc1ccc2c(c1)OCO2	1	16.9	-0.358	nt	0.7	1790	0.9	3.0	0.8	2.2	10.5
CC(C)OC(=O)c1sc2nc3c(cc2c1N)C(=O)CCC3	0.9	11.0	0.421	nt	1.0	1615	0.9	2.2	0.9	8.1	4.6
Cc1ccc(NC(=O)N2CCN(S(=O)(=O)c3ccccc3)CC2)cc1	1	1.7	0.0923	-5.0	5.8	1429	1.1	5.7	1	-2.4	13.7
CC(=O)Nc1nonc1NC(=O)c1ccc(F)cc1	1	6.7	0.64	nt	13.2	1386	1	1.7	0.9	6.5	3.8
Clc1ccc(Cc2noc(-c3cccs3)n2)cc1	0.9	18.9	nt	22.5	-1.1	1566	0.9	3.6	0.8	-1.4	1.2
CCOC(=O)c1ccc(NC(=O)c2c(C)[nH]c(C(=O)OCC)c2C)cc1	0.9	12.7	nt	23.7	-2.5	1606	0.9	-0.3	0.9	0.2	0.1
CCCS(=O)c1nc(C)cc(C)c1S(C)(=O)=O (centres undefined)	1	4.5	0.673	-0.8	3.7	1588	1.1	5.5	1	3.8	4.0
Cn1c(NC(=O)c2cc(Cl)ccc2Cl)cc(=O)n(C)c1=O	1.1	-1.5	nt	-16.9	6.3	1521	1.1	2.2	1	-1.6	-4.2
CCN1CCCC1Cn1cnc2c([nH]c3ccc(Cl)cc32)c1=O (centres undefined)	1	6.1	nt	-6.9	3.5	1545	0.9	7.2	0.9	8.3	3.4
CN(C)c1ccc(/C=C/c2nnnn2-c2ccccc2)cc1	0.9	3.6	nt	6.5	2.5	1587	1	-10.6	1	-6.4	2.4
COc1ccc(N2CCN(C(=O)CCCC3=NS(=O)(=O)c4ccccc4N3)CC2)cc1	1	4.8	nt	-35.9	5.5	1661	1	1.7	1	-2.0	5.2
O=C(NCCCO)c1cc2ccccc2[nH]1	1	6.4	-1.17	-20.7	1.8	1414	1	7.1	0.9	5.1	-0.9
CN(C)C(=O)C1C2NC(=S)N(c3ccccc3)C1(C)Oc1ccccc12 (centres undefined)	0.9	15.5	0.858	-3.3	0.4	1499	0.9	2.3	0.8	5.6	-3.3
O=C(CCCCCN1C(=O)C2C3C=CC(C3)C2C1=O)Nc1nccs1 (centres undefined)	0.9	19.2	nt	-26.2	4.1	1644	0.9	-0.4	0.8	3.6	8.1
CCCCn1c(O)c(N=NC(=O)c2ccco2)c2ccccc21	1	10.6	-0.053	-1.7	-0.5	1525	1	5.7	0.9	-1.1	6.6
Cc1ccc(-n2ccc(-c3nn(-c4ccccc4)ccc3=O)n2)cc1	1.1	4.8	0.159	-1.6	1.0	1507	1.1	-0.8	1	9.2	-0.5
COc1ccc(N(C(C)=O)C2C=CS(=O)(=O)C2)c(OC)c1 (centres undefined)	1.1	-10.8	nt	-41.3	3.2	1725	1.1	6.9	1.1	8.1	1.8
CCOc1ccc(OCCSc2nnnn2-c2ccccc2)cc1	1	10.5	nt	nt	14.3	1684	1	1.5	0.9	6.4	10.1
CCc1nc(N2CCC3(CC2)OCCO3)c2nnn(Cc3ccccc3)c2n1	1	11.4	-2.09	-27.0	-2.4	1705	0.9	4.8	0.9	0.5	8.5
Cc1ccc(/C=N/N2CCCCC2)o1	1.1	-2.3	-0.612	-14.8	-3.2	1390	1	6.2	1	-7.5	-12.1
COc1ccc(Cc2nnc(SCC(=O)N3CCCC(C)C3)o2)cc1 (centres undefined)	1	3.7	0.377	-8.4	-1.6	1494	1.1	14.6	1	-1.0	-2.7
